Screening data (PubChem)
SUMO1 PPI mod – modulators of SUMO1 protein-protein interactions, primary screen, biochemical, uHTS. Small ubiquitin-related modifier 1 (Homo sapiens), P63165. inhibition, % at 20 µM. SUMO1 binding to a labelled peptide, TR-FRET, 1 h. hit rate 0.33% among 360,000; in the data active = inhibition above about 37%
Target sequence (P63165 whole entry, looked up): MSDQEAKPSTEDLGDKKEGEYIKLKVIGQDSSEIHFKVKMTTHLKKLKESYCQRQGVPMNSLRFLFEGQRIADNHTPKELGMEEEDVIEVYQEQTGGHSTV
STEP block – STEP phosphatase inhibitors, primary screen, biochemical, fluorescence intensity, uHTS. Tyrosine-protein phosphatase non-receptor type 5 (Homo sapiens), P54829. recombinant STEP, OMFP fluorogenic substrate. inhibition, % at 20 µM. hit rate 0.25% among 360,000. AID 588621, 2011;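 active = inhibition at 20 µM, scaled per plate between control wells, above about 37%, limit read from the data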;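 note: 0% = DMSO with enzyme and substrate and 100% = substrate only without enzyme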
Target sequence (P54829 whole entry, looked up): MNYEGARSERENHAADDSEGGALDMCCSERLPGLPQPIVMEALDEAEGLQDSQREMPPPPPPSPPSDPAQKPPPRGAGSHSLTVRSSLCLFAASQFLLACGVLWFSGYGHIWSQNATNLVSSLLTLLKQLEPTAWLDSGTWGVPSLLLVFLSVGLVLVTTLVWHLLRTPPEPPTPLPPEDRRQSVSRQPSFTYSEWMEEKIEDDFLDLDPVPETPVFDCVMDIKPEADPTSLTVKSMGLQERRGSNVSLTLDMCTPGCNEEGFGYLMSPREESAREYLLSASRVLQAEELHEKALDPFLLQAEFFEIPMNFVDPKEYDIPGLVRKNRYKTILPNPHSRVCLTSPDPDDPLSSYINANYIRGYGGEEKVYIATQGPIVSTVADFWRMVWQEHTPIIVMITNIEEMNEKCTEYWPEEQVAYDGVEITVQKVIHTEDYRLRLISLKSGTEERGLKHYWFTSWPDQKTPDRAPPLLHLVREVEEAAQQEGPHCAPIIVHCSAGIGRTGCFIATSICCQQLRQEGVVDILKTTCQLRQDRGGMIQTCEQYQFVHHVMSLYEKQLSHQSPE
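Test system: STEP tyrosine phosphatase / Reagent: OMFP at 25 µM / Doses: 20 µM, 1% DMSO / Read-out: percent inhibition scaled to no-enzyme and uninhibited-enzyme controls, plate-pattern corrected / Detection: FITC-channel fluorescence of OMFP product / Medium: Bis-Tris buffer pH 6.0, 2.5 mM DTT, 0.005% Tween 20 / Schedule: 20 min at room temperature, dark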
Rin1 Abl inh – inhibitors of Rin1-Abl protein binding, primary screen, biochemical, TR-FRET; Tyrosine-protein kinase ABL1 (Homo sapiens) + Ras and Rab interactor 1 (Homo sapiens), …; inhibition, % at 7.35 µM; hit rate 0.4% among 360,000; AID 588664, 2011; in the data active = inhibition above about 5%, passing the limit was not always enough
NadD block – inhibitors of S. aureus NadD, primary screen, biochemical, colorimetric, uHTS | Nicotinate-nucleotide adenylyltransferase NadD (Staphylococcus aureus N315) | purified NadD enzyme, colorimetric absorbance read-out | inhibition, % at 20 µM | hit rate 0.78% among 360,000 | AID 602399, 2012; in the data active = inhibition above about 26%; note: some compounds past the cut are filed as inactive
Scp1 inh – Scp-1 phosphatase inhibitors, primary screen, biochemical, colorimetric, uHTS. inhibition, % at 20 µM. Carboxy-terminal domain RNA polymerase II polypeptide A small phosphatase 1 (Homo …. Recombinant Scp1, phosphopeptide, malachite green phosphate absorbance. hit rate 0.88% among 340,000;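 active = inhibition above about 50% at 20 µM, limit read from the data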;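 note: plate controls were DMSO wells with enzyme for no effect and wells lacking enzyme for full effect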
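System: truncated SCP-1 phosphatase (76-261aa); medium: Tris acetate buffer pH 5.5 with MgCl2 and Tween-20; incubation: 45 min room-temperature reaction, 5 min colour, 30 min stabiliser; compound: single 20 µM dose, 1% DMSO; reagent: Phosphorylated 17-residue peptide substrate; read-out: % inhibition at 20 µM; technique: colorimetric free-phosphate detection, absorbance 630 nm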
Neddyl block – inhibitors of cullin neddylation, primary screen, biochemical, TR-FRET, uHTS, NAE and Ubc12 | calls only at 25 µM | AID 651699, 2012 | hit rate 0.58% among 360,000; in the data active = inhibition above about 36%
CSN deneddyl inh – inhibitors of CSN-mediated cullin deneddylation, primary screen, biochemical, fluorescence polarization, uHTS. Purified CSN, SCF-Nedd8-OG deneddylation. inhibition, % at 12.5 µM. COP9 signalosome complex subunit 5 (Homo sapiens), Q92905. hit rate 0.38% among 360,000;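 active = pattern-corrected inhibition above about 35%, with an unprinted fluorescence ratio check between 0.5 and 1.5, limit read from the data, passing the limit was not always enough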;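 note: 0% = enzyme with substrate and 100% = substrate without enzyme; some results filed as inactive read as strong as hits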
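Assay system: HEK293T-derived human Csn5 enzyme; quantity: 0.24 nM enzyme; medium: Tris/NaCl/DTT buffer, pH 7.5; also added: substrate SCFSkp2-Nedd8OG, 10 nM; doses: 12.5 µM compound; schedule: 90 min reaction at room temperature; signal: FP; read-out: % inhibition of substrate cleavage by Csn5; benchmarks: substrate-only high control, full reaction low control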
DNMT1 inh – human DNMT1 methyltransferase inhibitors, primary screen, biochemical, molecular beacon, fluorescence, HinP1I cleavage, uHTS | hit rate 0.83% among 360,000 | inhibition (reported as % activation of signal), % at 10 µM; in the data active = inhibition above about 50%
LMPTP inh – LMPTP phosphatase inhibitors, primary screen, biochemical, fluorescence intensity, uHTS; Low molecular weight phosphotyrosine protein phosphatase (Homo sapiens), P24666; recombinant LMPTP-A, OMFP fluorogenic substrate; inhibition, % at 20 µM; hit rate 0.22% among 360,000; AID 651560, 2012;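 active = compounds that cut the enzyme signal by at least half of the control window in the single-dose screen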;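 note: plate controls were DMSO wells with enzyme plus substrate for no effect and substrate without enzyme for full effect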
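Assay system: LMPTP-A, protein tyrosine phosphatase of low molecular weight / Medium: pH 6.0 Bis-Tris buffer with DTT and Triton X-100 / Schedule: 50 min enzyme reaction at room temperature, protected from light / Measured by: endpoint fluorescence intensity from OMFP dephosphorylation / Read-out basis: % inhibition relative to no-enzyme and uninhibited control wells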
Rpn11 inh – Rpn11 (PSMD14) deubiquitinase inhibitors, primary screen, biochemical, fluorescence polarization, uHTS. AID 588493, 2011. 26S proteasome non-ATPase regulatory subunit 14 (Homo sapiens), O00487. calls only at 20 µM. hit rate 0.59% among 360,000. human 26S proteasome, Ub4-pepOG fluorescence polarization; 20S core pre-blocked with epoxomicin;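 active = inhibition at 20 µM, scaled to each plate's controls, above about 33%, limit read from the data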
Target sequence (O00487 whole entry, looked up): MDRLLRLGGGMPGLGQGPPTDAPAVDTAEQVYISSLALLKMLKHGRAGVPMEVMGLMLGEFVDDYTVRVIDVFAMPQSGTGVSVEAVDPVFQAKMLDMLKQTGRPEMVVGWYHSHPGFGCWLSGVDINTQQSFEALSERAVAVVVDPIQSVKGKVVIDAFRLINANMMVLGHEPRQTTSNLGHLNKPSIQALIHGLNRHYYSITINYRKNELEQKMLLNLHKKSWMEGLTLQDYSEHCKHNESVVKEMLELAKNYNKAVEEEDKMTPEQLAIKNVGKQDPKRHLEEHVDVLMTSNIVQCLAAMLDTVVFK
The depositor's hits bear a star.

Screening O=C(Cn1cc2c(n1)CCCC2)NC1CCCCCC1 returned SUMO1 PPI mod 3.6, STEP block -0.4, Rin1 Abl inh 1.3, NadD block 0.8, Scp1 inh -8.0, Neddyl block inactive, CSN deneddyl inh -3.2, DNMT1 inh -1.6, LMPTP inh -0.7 and Rpn11 inh inactive.
For CCCCc1ccc(NC(=O)CC(C)C)cc1 the results were SUMO1 PPI mod 2.6, STEP block -3.4, Rin1 Abl inh -1.3, NadD block -3.0, Scp1 inh -8.9, Neddyl block inactive, CSN deneddyl inh 1.8, DNMT1 inh -1.7, LMPTP inh 0.0 and Rpn11 inh inactive.
For CN(CC(=O)N1CCCCC1)S(=O)(=O)c1cccc2nsnc12 the results were SUMO1 PPI mod -28.7, STEP block -5.5, Rin1 Abl inh 1.2, NadD block -4.9, Scp1 inh 15.0, Neddyl block inactive, CSN deneddyl inh 1.7, DNMT1 inh 4.8, LMPTP inh 0.0 and Rpn11 inh inactive.
Cc1ccccc1NC(=O)C(C)n1c2ccccc2c2nc(=O)cc(C)n21 (centres undefined) was read as SUMO1 PPI mod 2.0, STEP block -4.0, Rin1 Abl inh 3.5, NadD block -2.7, Scp1 inh 8.6, Neddyl block inactive, CSN deneddyl inh -2.0, DNMT1 inh 2.8, LMPTP inh -0.5 and Rpn11 inh inactive.
`CC12CCC(C(=O)Nc3ccccc3Cl)(C(Br)C1=O)C2(C)C` (centres undefined) gave SUMO1 PPI mod -2.0, STEP block -0.9, Rin1 Abl inh -3.1, NadD block -4.3, Scp1 inh -2.3, Neddyl block inactive, CSN deneddyl inh -11.6, DNMT1 inh -0.7, LMPTP inh -1.0 and Rpn11 inh inactive.
For CCC(C(=O)OCC(=O)N1C(C)CCCC1C)c1ccccc1 (centres undefined) the results were SUMO1 PPI mod 6.6, STEP block -3.8, Rin1 Abl inh 1.5, NadD block -1.1, Scp1 inh -9.0, Neddyl block inactive, CSN deneddyl inh 1.7, DNMT1 inh -1.3, LMPTP inh -0.3 and Rpn11 inh inactive.
CCOC(=O)CSc1c(-c2cccs2)[nH]c2ccccc12 was read as SUMO1 PPI mod -5.7, STEP block -0.5, Rin1 Abl inh 1.4, NadD block -6.9, Scp1 inh -6.3, Neddyl block inactive, CSN deneddyl inh -1.4, DNMT1 inh -35.1, LMPTP inh 2.8 and Rpn11 inh inactive.
For Cc1c(NC(=O)CN2CCN(C(c3ccccc3)c3ccccc3)CC2)c(=O)n(-c2ccccc2)n1C the results were SUMO1 PPI mod 3.1, STEP block -1.4, Rin1 Abl inh -3.5, NadD block 12.0, Scp1 inh -0.6, Neddyl block inactive, CSN deneddyl inh -5.3, DNMT1 inh -1.3, LMPTP inh -0.3 and Rpn11 inh inactive.
O=C(Cn1c(NCCCCl)nc2ccccc21)c1ccccc1 was read as SUMO1 PPI mod -2.7, STEP block -0.6, Rin1 Abl inh -0.5, NadD block -3.2, Scp1 inh -5.6, Neddyl block inactive, CSN deneddyl inh 0.8, DNMT1 inh -1.3, LMPTP inh -0.8 and Rpn11 inh inactive.
Screening CCc1ccccc1NC(=O)CCN1C(=O)C2C3CCC(C3)C2C1=O (centres undefined) returned SUMO1 PPI mod 1.6, STEP block -3.9, Rin1 Abl inh 2.5, NadD block 3.5, Scp1 inh -2.3, Neddyl block inactive, CSN deneddyl inh 1.1, DNMT1 inh 0.8, LMPTP inh 0.1 and Rpn11 inh inactive.
CCOc1ccc(N(C)S(=O)(=O)c2ccc3[nH]cc(C(=O)NCC4CCCO4)c(=O)c3c2)cc1 (centres undefined) was read as SUMO1 PPI mod 3.5, STEP block 4.3, Rin1 Abl inh -4.4, NadD block 0.4, Scp1 inh -1.2, Neddyl block inactive, CSN deneddyl inh 0.9, DNMT1 inh -5.1, LMPTP inh 1.0 and Rpn11 inh inactive.
Screening Cc1cc([N+](=O)[O-])ccc1NC(=O)COc1nsnc1N1CCOCC1 returned SUMO1 PPI mod -30.3, STEP block -0.4, Rin1 Abl inh 2.5, NadD block -6.1, Scp1 inh -6.4, Neddyl block inactive, CSN deneddyl inh 1.5, DNMT1 inh -0.8, LMPTP inh -0.2 and Rpn11 inh inactive.
COc1cc(NC(=O)CN(C)S(=O)(=O)c2ccc(C)cc2)cc(OC)c1 was read as SUMO1 PPI mod 2.9, STEP block 0.0, Rin1 Abl inh -0.9, NadD block -4.6, Scp1 inh -8.6, Neddyl block inactive, CSN deneddyl inh -1.5, DNMT1 inh -1.2, LMPTP inh -0.7 and Rpn11 inh active.
`Nn1c(SCC(=O)Nc2ccc3c(c2)OCCO3)nnc1-c1ccncc1` gave SUMO1 PPI mod -2.0, STEP block -0.7, Rin1 Abl inh -0.7, NadD block -0.9, Scp1 inh -7.1, Neddyl block inactive, CSN deneddyl inh -0.1, DNMT1 inh -2.0, LMPTP inh -0.3 and Rpn11 inh inactive.
Screening CC(=O)Nc1ccc(SCC(=O)NCCc2ccc(F)cc2)cc1 returned SUMO1 PPI mod 1.7, STEP block -4.1, Rin1 Abl inh 4.8, NadD block -14.8, Scp1 inh 4.2, Neddyl block inactive, CSN deneddyl inh 5.0, DNMT1 inh 0.4, LMPTP inh -2.3 and Rpn11 inh inactive.
For CC(=O)c1ccc(NC(=O)CNCC(c2ccccc2)N(C)C)cc1 (centres undefined) the results were SUMO1 PPI mod 1.5, STEP block -3.9, Rin1 Abl inh 0.7, NadD block -3.7, Scp1 inh -7.4, Neddyl block inactive, CSN deneddyl inh -1.9, DNMT1 inh -3.5, LMPTP inh -0.5 and Rpn11 inh inactive.
Screening Cc1nn(-c2ccccc2)c(C)c1C1C(C#N)=C(N)Oc2n[nH]c(C)c21 (centres undefined) returned SUMO1 PPI mod 2.6, STEP block -2.6, Rin1 Abl inh 2.6, NadD block -5.6, Scp1 inh 2.5, Neddyl block inactive, CSN deneddyl inh -0.9, DNMT1 inh -5.1, LMPTP inh -0.1 and Rpn11 inh inactive.
Cc1cc(C)c(C2C(C#N)=C(N)Oc3n[nH]c(C)c32)cc1CN1CCCC1 (centres undefined) was read as SUMO1 PPI mod -1.2, STEP block 1.2, Rin1 Abl inh 3.6, NadD block 4.6, Scp1 inh -5.6, Neddyl block inactive, CSN deneddyl inh 3.5, DNMT1 inh -6.3, LMPTP inh 4.7 and Rpn11 inh inactive.
Cc1nc2cc(NCc3ccccc3O)ccc2n1Cc1ccccc1 was read as SUMO1 PPI mod 12.7, STEP block 0.5, Rin1 Abl inh 5.2, NadD block 5.2, Scp1 inh -5.3, Neddyl block inactive, CSN deneddyl inh 6.0, DNMT1 inh -6.4, LMPTP inh 2.7 and Rpn11 inh inactive.
`COc1ccc(OC)c(/C=C/C(=O)OCC(=O)N2C(C)CCCC2C)c1` (centres undefined) gave SUMO1 PPI mod -7.3, STEP block -1.6, Rin1 Abl inh 2.1, NadD block -4.4, Scp1 inh -2.7, CSN deneddyl inh 1.0, DNMT1 inh -1.2, LMPTP inh 0.6 and Rpn11 inh inactive.
Screening O=C(c1nc2ccc(Cl)cn2c1CNCCc1cnccn1)N1CCCCCCC1 returned SUMO1 PPI mod 1.3, STEP block 1.2, Rin1 Abl inh 1.9, NadD block -1.8, Scp1 inh -12.6, Neddyl block inactive, CSN deneddyl inh -3.0, DNMT1 inh 0.6, LMPTP inh 1.1 and Rpn11 inh inactive.
O=S(=O)(Nc1ncccn1)c1ccc(NC(=S)Nc2ccc(Cl)cc2)cc1 was read as SUMO1 PPI mod -6.1, STEP block 1.3, Rin1 Abl inh -1.9, NadD block -3.9, Scp1 inh -1.8, Neddyl block inactive, CSN deneddyl inh 0.4, DNMT1 inh -1.3, LMPTP inh -0.9 and Rpn11 inh inactive.
Cc1c(O)ccc(/C=N/Nc2ncccc2[N+](=O)[O-])c1O was read as SUMO1 PPI mod -9.7, STEP block 0.0, Rin1 Abl inh -2.1, NadD block -3.1, Scp1 inh -9.5, Neddyl block inactive, CSN deneddyl inh -1.0, DNMT1 inh -0.7, LMPTP inh -1.9 and Rpn11 inh inactive.
`COC(=O)Cn1cc(/C=C/c2cc[n+](C)cc2)c2ccccc21` gave SUMO1 PPI mod -49.0, STEP block -8.1, Rin1 Abl inh -37.4, NadD block 10.1, Scp1 inh 35.5, Neddyl block inactive, CSN deneddyl inh 68.4, DNMT1 inh 35.5 and LMPTP inh -2.0.
Screening CCN(CCn1cccn1)Cc1c(C(=O)N2C[C@@H](C)O[C@@H](C)C2)nc2ccc(Cl)cn12 returned SUMO1 PPI mod -0.7, STEP block 4.7, Rin1 Abl inh 0.3, NadD block -1.5, Scp1 inh 0.9, Neddyl block inactive, CSN deneddyl inh 0.1, DNMT1 inh -1.5, LMPTP inh 0.4 and Rpn11 inh inactive.
For Cc1noc(C)c1S(=O)(=O)NC(=O)C1(C)CCN1C(=O)CC(c1ccccc1)c1ccccc1 (centres undefined) the results were SUMO1 PPI mod -6.1, STEP block -3.7, Rin1 Abl inh -3.7, NadD block -1.8, Neddyl block inactive, CSN deneddyl inh -0.9, DNMT1 inh 0.9, LMPTP inh -2.9 and Rpn11 inh inactive.

Ordered by molecular weight (falling): some entries from above
`Nn1c(SCC(=O)Nc2ccc3c(c2)OCCO3)nnc1-c1ccncc1` gave SUMO1 PPI mod -2.0, STEP block -0.7, Rin1 Abl inh -0.7, NadD block -0.9, Scp1 inh -7.1, Neddyl block inactive, CSN deneddyl inh -0.1, DNMT1 inh -2.0, LMPTP inh -0.3 and Rpn11 inh inactive.
Cc1cc(C)c(C2C(C#N)=C(N)Oc3n[nH]c(C)c32)cc1CN1CCCC1 (centres undefined) was read as SUMO1 PPI mod -1.2, STEP block 1.2, Rin1 Abl inh 3.6, NadD block 4.6, Scp1 inh -5.6, Neddyl block inactive, CSN deneddyl inh 3.5, DNMT1 inh -6.3, LMPTP inh 4.7 and Rpn11 inh inactive.
Screening Cc1nn(-c2ccccc2)c(C)c1C1C(C#N)=C(N)Oc2n[nH]c(C)c21 (centres undefined) returned SUMO1 PPI mod 2.6, STEP block -2.6, Rin1 Abl inh 2.6, NadD block -5.6, Scp1 inh 2.5, Neddyl block inactive, CSN deneddyl inh -0.9, DNMT1 inh -5.1, LMPTP inh -0.1 and Rpn11 inh inactive.
